Source: PubChem
hcGAS inh: blocks human cGAS activity. Q8N884. recombinant h-cGAS, ATP depletion, Kinase-Glo luminescence. inhibition, % at 12.5 µM. 290,000 compounds, 0.081% hits;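 further: 0% = vehicle reaction and 100% = reaction without DNA for no activity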
Target sequence (Q8N884 whole entry, looked up): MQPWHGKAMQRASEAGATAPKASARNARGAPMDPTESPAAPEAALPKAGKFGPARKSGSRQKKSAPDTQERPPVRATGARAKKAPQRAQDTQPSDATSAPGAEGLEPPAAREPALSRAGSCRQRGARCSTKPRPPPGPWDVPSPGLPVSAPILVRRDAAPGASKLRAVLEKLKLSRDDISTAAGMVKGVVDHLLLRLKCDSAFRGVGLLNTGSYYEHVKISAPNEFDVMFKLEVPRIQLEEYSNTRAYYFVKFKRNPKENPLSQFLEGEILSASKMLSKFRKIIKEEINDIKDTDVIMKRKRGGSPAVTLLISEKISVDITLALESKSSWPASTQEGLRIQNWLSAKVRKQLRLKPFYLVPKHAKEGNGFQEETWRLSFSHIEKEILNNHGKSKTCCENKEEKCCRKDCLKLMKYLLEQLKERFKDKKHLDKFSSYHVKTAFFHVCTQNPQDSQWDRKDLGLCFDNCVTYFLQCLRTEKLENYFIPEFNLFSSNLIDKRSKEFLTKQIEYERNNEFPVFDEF
NPYLR7 agonist: activates Aedes aegypti NPYLR7 receptor | 270,000 compounds, 0.15% hits | HEK293T NPYLR7/Galpha15, GCaMP6s calcium fluorescence | AID 1259423 | activation, % at 10 µM; in the data active means activation above about 40%;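 further: 0% = vehicle and 100% = reference agonist at the receptor; some compounds past the cut are filed as inactive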
mcGAS lum: blocks mouse cGAS activity; Q8C6L5; recombinant cGAS, Kinase-Glo ATP depletion luminescence; inhibition, % at 12.5 µM; 160,000 compounds, 0.15% hits;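 further: 0% = negative control wells and 100% = reference inhibitor with no enzyme activity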
Active calls of the source: *; nt = no result given; & = joins results of further samples. Unless noted, no stated cut-off is given here; in the data, active means inhibition above about 40%; inactive means the rest.

compound | NPYLR7 agonist | mcGAS lum | hcGAS inh
COc1cc(Br)c(NC(=O)N2CCCSCC2)cc1OC | 3 | nt | -7
CCc1nc2n(n1)C(=O)C(C(c1cccc(F)c1)N1CCN(Cc3ccccc3)CC1)S2 (stereo unspecified) | -8 | -8 | -10
CC(C)Sc1nc(-c2ccccc2)cc(=O)[nH]1 | 1 | -7 | -4
N#CC1C(=N)Oc2c(oc(CO)cc2=O)C12C(=O)N(Cc1ccc(Cl)cc1)c1ccccc12 (stereo unspecified) | 0 | 1 | 3
CC1CC(C)CN(S(=O)(=O)c2ccc(F)cc2F)C1 (stereo unspecified) | 0 | -8 | -8
COc1ccccc1NC(=O)CCN1C(=O)c2cccc([N+](=O)[O-])c2C1=O | -6 | 4 | 6
O=C(NCc1ccc2c(c1)OCO2)c1ccc(CSc2nnc(-c3ccncc3)n2Cc2ccccc2)cc1 | 18 | -6 | -9
CC(C)Cc1cc(CNC(=O)c2ccc3c(c2)CCCO3)no1 | 17 | nt | 3
CCCn1cc(C2CCN(S(=O)(=O)c3ccc4ccccc4c3)CC2)c2ccccc21 | 23 | -7 | -4
CCN(CC1CCCO1)C(=O)c1cc(Cn2ccc3ccccc32)[nH]n1 (stereo unspecified) | -3 | nt | -6
COC(=O)C1CCN(C(=O)CCc2c(C)nn(-c3nc(C)cc(=O)[nH]3)c2C)CC1 | 6 | nt | -12
CCn1c(C)ccc(C(=O)N2C[C@@H](CN3CCCCC3)[C@@H](CO)C2)c1=O | nt | -4 | -3
CN(c1ccccc1)N1CC(C(=O)N[C@@H]2C[C@H]3CC[C@@H]2C3)CC1=O (stereo partly specified) | -7 | 0 | -2
O=C(CCl)NNC(=O)c1cc2c(s1)CCCC2 | 0 | -2 | -8
Cc1cc(C(=O)N(CCCN(C)C)c2nc3ccc(Cl)cc3s2)on1 | 1 | nt | -7
O=C(NCCC(c1ccccc1)c1ccccc1)C1CCCN1c1nc(Cc2ccc(Cl)cc2)ns1 (stereo unspecified) | 5 | -4 | -6
Cn1c(=O)[nH]c(=O)c2c1nc1n2CC(c2ccc(Cl)cc2)=NN1 | -5 | -2 | -3
O=C(CCN1C(=O)C2CC=CCC2C1=O)NCc1ccco1 (stereo unspecified) | 7 | nt | -6
O=C(O)CSc1ccc(S(=O)C(F)(F)C(F)(F)C(F)(F)F)cc1[N+](=O)[O-] (stereo unspecified) | -1 | nt | -2
CC1(C)CC2CC(C)(CN2C(=O)c2ccc(NS(=O)(=O)c3cccs3)cc2)C1 (stereo unspecified) | 0 | nt | -5
N#Cc1ccccc1CSc1nnc(NC(=O)c2ccccc2F)s1 | 7 | -3 | -6
CSc1nnc(C)c2cnn(-c3ccc(C)c(C)c3)c12 | -7 | -11 | -10
CCOc1ccccc1CNC(=O)c1cnc2c(-c3cccc(Cl)c3)cnn2c1C | 16 | -6 | -3
O=C1C(=O)N(CN2N=C(c3cccs3)CC2c2cccs2)c2ccccc21 (stereo unspecified) | -4 | nt | -1
CCN1CCN(C(=O)c2ccc(-c3n[nH]c4c3CCc3cc(OC)ccc3-4)cc2)CC1 | 5 | -5 | -12
COc1cn(-c2cccc(C(F)(F)F)c2)nc1C(=O)NC(C)C | -1 | nt | 4
CSCCNC(=O)C1(C)CCN1C(=O)Cc1ccc(C(C)C)cc1 (stereo unspecified) | 1 | nt | -11
COc1ccc(S(=O)(=O)Oc2ccccc2CN(Cc2ccco2)C(=O)NC(C)C)cc1 | -3 | -4 | -2
O=C(Nc1ccc(Oc2cccnc2)cc1)C1CCCCN1Cc1ccc2c(c1)CCO2 (stereo unspecified) | -2 | nt | -9
Nc1cc(C(=O)N=Nc2c(O)[nH]c3ccc(Br)cc23)n[nH]c1=O | -2 | nt | -6

Five entries out of the list, arranged by molecular weight, low to high:
compound | NPYLR7 agonist | mcGAS lum | hcGAS inh
CC(C)Cc1cc(CNC(=O)c2ccc3c(c2)CCCO3)no1 | 17 | nt | 3
O=C1C(=O)N(CN2N=C(c3cccs3)CC2c2cccs2)c2ccccc21 (stereo unspecified) | -4 | nt | -1
CC1(C)CC2CC(C)(CN2C(=O)c2ccc(NS(=O)(=O)c3cccs3)cc2)C1 (stereo unspecified) | 0 | nt | -5
O=C(Nc1ccc(Oc2cccnc2)cc1)C1CCCCN1Cc1ccc2c(c1)CCO2 (stereo unspecified) | -2 | nt | -9
COc1ccc(S(=O)(=O)Oc2ccccc2CN(Cc2ccco2)C(=O)NC(C)C)cc1 | -3 | -4 | -2

(next part)
compound | NPYLR7 agonist | mcGAS lum | hcGAS inh
CCC(CC)N(CC(=O)N1CCN(S(C)(=O)=O)CC1)c1ccc(C)c(C)c1 | 10 | nt | 0
CC1=NN(Cc2ccccc2)C(=O)C1C(c1ccncc1)C(C#N)C#N (stereo unspecified) | -2 | 4 | -10
Cc1csc(=Nc2ccc(Cl)cc2)n1-c1ccc(Cl)cc1 | 4 | nt | -7
CCOC(=O)C1CCN(C(c2cccc(Br)c2)C2Sc3nc(C)nn3C2=O)CC1 (stereo unspecified) | -1 | -8 | -8
CSc1nc(NCC(C)C)c2cnn(CCNC(=O)c3ccco3)c2n1 | nt | -5 | -5
c1cc(-c2nnc(CCCCc3nnc(-c4ccncc4)o3)o2)ccn1 | 18 | -6 | -10
NC(=O)C1Cc2ccccc2CN1CCOc1ccc(F)cc1 (stereo unspecified) | 8 | nt | -7
COc1cc(S(=O)(=O)n2nc(C)cc2C)ccc1Cl | 10 | nt | -9
N#CC(=Cc1ccc[nH]1)c1nc(-c2ccc(O)cc2O)cs1 | 11 | nt | -8
CCc1nccn1CC(C)NC1CCN(C(=O)c2ccc(C)cc2)CC1 (stereo unspecified) | 5 | nt | -3
COc1cc(C(=O)N2CCC(c3nc(-c4ccccc4F)no3)CC2)cc(OC)c1OC | -4 | -7 | -7
COc1ccc(NC(=O)O/N=C2\CCCc3ccc(OC)cc32)cc1 | 0 | nt | -3
CC(=O)N1CCCC(Cn2cnc3sccc3c2=O)C1 (stereo unspecified) | 11 | nt | 2
CCn1nc(C(=O)N2CCN(c3ccccc3)CC2)c2c1CCN(C(=O)Cc1cccs1)C2 | 0 | -1 | -7
CC1(C(=O)Nc2ccccc2Cc2ccccc2)CCN1CCc1ccccc1 (stereo unspecified) | 8 | nt | -11
O=C(CC1CC2CCC1C2)NC1CCS(=O)(=O)C1 (stereo unspecified) | -3 | -15 | -7
COC(=O)CSc1nc2nc3c(cn2n1)C(=O)CCC3 | 3 | -7 | -4
CCS(=O)(=O)CCOS(=O)(=O)c1c(C(C)C)cc(C(C)C)cc1C(C)C | 3 | nt | -16
Cc1ccc(OCCCN2C(=O)c3ccccc3C2=O)c([N+](=O)[O-])c1 | -5 | nt | -6
C#CCOC(=O)CCN1C(=O)c2cccc3cccc(c23)C1=O | 0 | nt | 2
Cc1cccn2c(=O)nc(SCC(=O)N3CCOCC3)nc12 | 12 | -6 | -3
CCOC(=O)c1cn[nH]c1S(=O)(=O)N1CCN(C(=O)OC(C)(C)C)CC1 | -1 | -6 | -3
Cc1ccc2c(c1)N1C(=O)c3ccccc3C1C1C(=O)CC(C)(C)CC1=N2 (stereo unspecified) | 17 | -7 | -3
O=C(NCCN1CCCC1)[C@@]1(OCc2cccc(C(F)(F)F)c2)CC(OCc2ccc(F)cc2)[C@H](O)[C@H](O)C1 (stereo partly specified) | -5 | 0 | 4
CC(C)CN1CCN(S(=O)(=O)N2CCN(C)CC2)CC1 | 3 | nt | -7
COc1cccc(C2=C(C(C)=O)Sc3nnc(C)n3N2C(C)=O)c1 | 1 | nt | -9
O=C(NC1CCCCCCC1)c1cccn2c(=O)c3sccc3nc12 | -2 | nt | 0
O=C(c1ccc(CSc2ccc(C(F)(F)F)cn2)cc1)N1C2CCC1CC(Oc1ccc3c(c1)OCO3)C2 (stereo unspecified) | -8 | 1 | -2
C=CCC1(Nc2ccc(F)cc2)CCCCCC1 | 8 | -7 | -5
COc1ccnc(N2Cc3cnn(Cc4ccc(F)cc4)c3C2)n1 | -4 | -1 | -1

Only hcGAS inh (4 entries from above):
compound | hcGAS inh
CC1(C(=O)Nc2ccccc2Cc2ccccc2)CCN1CCc1ccccc1 (stereo unspecified) | -11
O=C(CC1CC2CCC1C2)NC1CCS(=O)(=O)C1 (stereo unspecified) | -7
COC(=O)CSc1nc2nc3c(cn2n1)C(=O)CCC3 | -4
CCS(=O)(=O)CCOS(=O)(=O)c1c(C(C)C)cc(C(C)C)cc1C(C)C | -16

Carrying on.
compound | NPYLR7 agonist | mcGAS lum | hcGAS inh
Cn1c(-c2ccc3nc[nH]c3c2)nc2cc(N)ccc21 | 2 | nt | -6
CC1=C(/C=C/C(C)=C/C=C/C(C)=C/C=C/C=C(C)/C=C/C=C(C)/C=C/C2=C(C)CCCC2(C)C)C(C)(C)CCC1 | -6 | nt | -5
COCC(O)CN(C)c1ccc(-n2ccc(C)n2)nn1 (stereo unspecified) | 6 | nt | -10
CC1(C(=O)NS(=O)(=O)c2ccc3c(c2)CCO3)CCN1C(=O)c1ccccc1CCc1ccccc1 (stereo unspecified) | 6 | nt | -9
CC1(C)Cc2c(ccc3ccccc23)C(CC#N)=N1 | -2 | -4 | 1
Cc1ccc2nc(-c3ccc(C)c(NC(=O)c4ccc([N+](=O)[O-])cc4)c3)oc2c1 | -5 | -6 | 4
COCCN(C)C[C@@H]1CN(Cc2c(C)nc3sccn23)C[C@@H]1CO | nt | -5 | -12
CCC(c1nc2ccccc2c(=O)n1-c1ccc(Br)cc1)N1CCN(S(=O)(=O)c2ccc(OC)cc2)C(C)C1 (stereo unspecified) | nt | -6 | -13
CN(CC1CCN(CCc2ccc(F)cc2)CC1)C(=O)/C=C/c1cnn(C)c1 | -2 | nt | -5
Cn1cc(N=Cc2ccccc2[N+](=O)[O-])c(C(N)=O)n1 | -4 | 0 | 2
O=c1c2nnn(-c3ccc(Cl)cc3)c2ncn1Cc1ccc(F)cc1 | -2 | -8 | -5
O=S(=O)(Nc1ccc(S(=O)(=O)C(F)F)cc1)c1ccc(Cl)cc1 | -1 | -5 | -7
Fc1ccc(-c2cc3ncnc(N4CCN(c5ncccn5)CC4)c3s2)cc1 | 5 | -2 | 0
COC(=O)C(CCSC)NC(=O)CCc1nnc(CCc2ccccc2)o1 (stereo unspecified) | 3 | -3 | -6
CCCCN(CC(=O)N(CCc1c[nH]c2ccccc12)Cc1ccc(F)cc1)C(=O)NCC(=O)OCC | 10 | -5 | -1
Cc1cc(N2CCC(NC(=O)C3CC3(Cl)Cl)CC2)nc(C)n1 (stereo unspecified) | -1 | nt | -7
CC=CCOc1ccccc1-n1c(C)cn2c3c(=O)n(C)c(=O)n(C)c3nc12 | -11 | nt | -7
O=C(c1ncoc1C1CC1)N1CCCC(c2n[nH]c(=O)n2-c2ccccc2)C1 (stereo unspecified) | 6 | nt | -6
COc1ccc(NC(=O)C2CC(=O)N(C)C(=Nc3ccc(Cl)cc3)S2)cc1 (stereo unspecified) | -1 | -6 | -3
O=C(N1CCN(c2nccc(-c3ccc(N4CCOCC4)cc3)n2)CC1)C(F)(F)C(F)(F)C(F)(F)F | -6 | -7 | -7
COCc1ccc(CN2CCc3c([nH]c4ccccc34)C2c2cccc(OC)c2)o1 (stereo unspecified) | -3 | -3 | -2
COc1cccc(C2c3cccn3CCCN2Cc2cc(C)cc(C)c2)c1OC (stereo unspecified) | 0 | -5 | -7
Cc1cccn2c(=O)nc(SCc3cccc(C(F)(F)F)c3)nc12 | 6 | nt | -5
COc1ccc(-c2cc(C(=O)N(CCC#N)Cc3cccnc3)n3nc(C(C)(C)C)cc3n2)cc1 | -9&18 | -7&-7 | -8&-3
COc1ccc(-c2cc(C(=O)N3CCN(c4ccccc4OC)CC3)n3nc(-c4ccccc4)cc3n2)cc1 | -4 | -1 | 0
CC(C)(C)c1ccc(CN(CCN2CCOCC2)Cc2nc(C(=O)O)co2)cc1 | 12 | -5 | -5
CC1CN(CC2CCN(C(=O)OC(C)(C)C)CC2)c2ccccc2NC1=O (stereo unspecified) | 2 | nt | -6
COc1cc2[nH]c3c(=O)n(CC(=O)Nc4cccc(SC)c4)cnc3c2cc1OC | nt | -8 | -8
CC1=C(C(=O)N2CCC3(CC2)CC(=O)c2c(ccc4ccccc24)O3)CCCO1 | -6 | nt | 7
CN1C(=C2C=NN(C)P2(=Nc2ccc([N+](=O)[O-])cc2)N2CCOCC2)C(C)(C)c2ccccc21 (stereo unspecified) | 1 | nt | -8
O=C(NC(=S)Nc1ccccn1)c1ccc(Cl)cc1Cl | -3 | -6 | -11
Cc1ccc(C2CC(c3ccc4c(c3)OCO4)=Nc3ncnn32)cc1 (stereo unspecified) | 5 | nt | -7
O=C(c1cnc2cccnn12)N1C[C@H]2C[C@H](C1)[C@@H]1CCCC(=O)N1C2 | 0 | -13 | -6
C=CCNc1ccccc1C(=O)NCCN1CCNC1=O | -3 | nt | -3
CCS(=O)(=O)N1CCN(c2cc(Oc3ccc(F)c(Cl)c3)ncn2)CC1 | 4 | -3 | -8
CC1CC(C)CN(c2ncnc3c2nc2n3CCCC2)C1 (stereo unspecified) | 9 | nt | 3
CSc1ccc(/C=C2\N=C(c3cccc(C)c3)OC2=O)cc1 | 2 | nt | -4
Cn1cncc1-c1ccccc1-c1ccccc1 | -4 | nt | -4
C=CCN(Cc1ccccc1OC)C(=O)c1csc(C)n1 | 13 | nt | -4
CCOc1ccc(CCNC(=O)Cn2ccn3nc(-c4ccccc4)cc3c2=O)cc1OCC | 2 | -9 | -7
CC(C)c1cc(C(=O)N2CCC(n3nccc3NC(=O)C(C)(C)C)CC2)on1 | 7 | nt | -9
Cc1cccc(C(=O)N(CC2CCCO2)c2nc3ccccc3s2)c1C (stereo unspecified) | -12 | nt | 0
O=C(CSc1nc2ccccc2n1Cc1ccccc1)N/N=C\c1ccccn1 | -8 | -2 | 1
CCOc1ccc(C2NC(=O)N(C)C3=C2C(=O)N(Cc2cccnc2)C3)cc1 (stereo unspecified) | 11 | -3 | -3
